Shn3 inh set2: Schnurri-3 reporter inhibition in Clone20 osteoblasts; Clone20 osteoblast Shn3 3'UTR firefly luciferase, 24 h; inhibition, % at 12.5 µM; 0.52% of 360,000 active; AID 588674;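 active = mean inhibition of at least 75% with every replicate also reaching 75%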;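 note: 0% = median of neutral control wells and 100% = pilot-screen positive control compound; some compounds past the cut are filed as inactive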
iPSC survival up: enhancers of human iPSC single-cell survival. hiPSC single-cell survival, ATPlite luminescence; 100% = ROCK inhibitor wells, 0% = DMSO. survival enhancement, % at 20 µM. 0.044% of 360,000 active. AID 602274; in the data active = survival enhancement above about 18%;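 note: cells exposed to compounds for 16 hours before the ATP read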
KKLEB tox: counter-screen for CF NF-kB inhibitors: cytotoxicity; 0.36% of 360,000 active; activity change (cytotoxicity), % at 5 µM; KKLEB CF airway cells viability, ATPlite luminescence, overnight; hits give low values; cells stimulated with P. aeruginosa culture filtrate; AID 602141;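 active = corrected activity change at or below -50% at 5 µM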
NR2E3 ag-1: NR2E3 (human) agonism; GST-NR2E3/biotin-RetCOR TR-FRET, 1536-well; inhibition of corepressor binding, % at 4.78 µM; 0.12% of 320,000 active; AID 2300;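 active = percent inhibition above the cutoff of mean plus 3 SD of all tested compounds, set per screening campaign, cut at about 20% in these data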;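 note: 0% = DMSO wells and 100% = biotin wells as full block of FRET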
Target sequence (Q9Y5X4 whole entry, looked up): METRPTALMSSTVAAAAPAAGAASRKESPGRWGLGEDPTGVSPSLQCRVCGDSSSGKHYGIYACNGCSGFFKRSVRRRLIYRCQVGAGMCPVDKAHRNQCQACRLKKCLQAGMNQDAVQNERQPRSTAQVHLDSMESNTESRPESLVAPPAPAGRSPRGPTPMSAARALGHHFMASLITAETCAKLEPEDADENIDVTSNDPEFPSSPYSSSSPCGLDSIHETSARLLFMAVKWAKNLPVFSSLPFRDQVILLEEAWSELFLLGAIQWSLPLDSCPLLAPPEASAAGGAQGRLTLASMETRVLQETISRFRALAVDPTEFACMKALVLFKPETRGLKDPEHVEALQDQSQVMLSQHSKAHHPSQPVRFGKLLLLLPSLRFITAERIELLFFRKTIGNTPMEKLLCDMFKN
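Material: NR2E3–RetCOR corepressor complex / Incubation: Compound–protein incubation for 5 h at 4 °C / Dosing: compound at 4.8 µM, single dose / Detection: time-resolved FRET / Benchmarks: high control biotin, low control 0.6% DMSO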
HIF-2a inh: inhibitors of HIF-2a; 786-0 RCC cells HIF-2a reporter, luciferase luminescence, overnight; inhibition, % at 18.8 µM; 0.72% of 360,000 active; AID 624352;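 active = inhibition of the luminescence signal of 40% or more relative to plate controls, in a single-dose primary screen at 18.75 µM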
TRAIL sens C8: sensitizes caspase-8 expressing cells to TRAIL. NB7+C8 cells + TRAIL, ATPlite viability luminescence. inhibition (viability loss, TRAIL sensitization), % at 10 µM. 1% of 360,000 active;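 active = compounds causing at least 50% loss of cell viability in the single-dose screen, relative to plate controls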
MITF TRPM1 inh: inhibitors of MITF-driven TRPM1 promoter in melanoma cells. AID 488899. 0.83% of 330,000 active. inhibition, % at 12.5 µM. SK-MEL-5 TRPM1 promoter luciferase, 24 h;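 active = mean inhibition across replicates of 60% or more, whatever share of single replicates reaches that level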; note: values of inactives mirror those of a sister screen read the other way
NR2E3 ag-2: activates human NR2E3 receptor. Q9Y5X4. 0.35% of 360,000 active. inhibition of corepressor binding, % at 3.98 µM. CHO-S Gal4-NCOR/VP16-NR2E3 two-hybrid, luciferase. AID 602229;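 active = inhibition above the mean of all tested compounds plus 3 SD, cut at about 70% in these data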;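 note: 0% = DMSO with NR2E3 transfected cells and 100% = cells lacking NR2E3 construct; higher means lower luciferase signal from less NR2E3 corepressor binding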
Peg3 promoter: reduces Peg3 promoter-driven luciferase expression in HeLa. 1.7% of 360,000 active. AID 588405. inhibition, % at 20 µM. HeLa PEG-Prom luciferase reporter, luminescence, overnight;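 active = inhibition of at least 50% at 20 µM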
EBV LMP1 NFkB: inhibitors of Epstein-Barr LMP1-induced NF-kappaB reporter; LMP1-induced NF-kappaB luciferase reporter cells, luminescence; inhibition, % at 12.5 µM; 0.69% of 350,000 active; in the data active = inhibition above about 41%;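 note: 0% = neutral control wells and 100% = reference inhibitor control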
CF NFkB inh: inhibitors of cystic fibrosis induced NF-kB; KKLEB NF-kB-GFP reporter, PAF-induced, GFP fluorescence overnight; inhibition, % at 5 µM; 0.86% of 360,000 active; AID 588850;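 active = at least 50% inhibition at 5 µM, scaled per plate between neutral and stimulator controls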;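 note: PAF is a Pseudomonas aeruginosa culture filtrate used as stimulus; plate controls were PAF-stimulated DMSO wells for no effect and unstimulated DMSO wells for full effect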
Numbers without * were called inactive; x = not tested or not shown.

SMILES | Shn3 inh set2 | iPSC survival up | KKLEB tox | NR2E3 ag-1 | HIF-2a inh | TRAIL sens C8 | MITF TRPM1 inh | NR2E3 ag-2 | Peg3 promoter | EBV LMP1 NFkB | CF NFkB inh
CCN(CC)c1ccc(C(=O)OCC(=O)N(C(C)C)C(C)C)cc1 | 0 | 0.7 | -5 | 1 | 22 | -1 | -7 | -14 | 12 | 2 | 15
O=S(=O)(O)c1cc(O)c2cc(Nc3ccccc3)ccc2c1 | 5 | -0.3 | 8 | x | 8 | -3 | 7 | 3 | 3 | -2 | 4
N#CC(=C1C=CC(=NO)C(Cl)=C1)c1ccc(Cl)cc1 | -13 | -1.7 | -2 | x | -27 | 17 | -7 | -43 | 15 | -16 | 53*
Cc1ccc(C(=O)Nc2nncs2)cc1S(=O)(=O)N1CCOCC1 | 3 | -1.1 | -4 | 0 | 10 | -6 | -1 | -31 | 16 | 7 | 4
O=C(CN1CCN(c2ccccc2Cl)CC1)NC1CCCc2ccccc21 (stereo not given) | -14 | -1.9 | 12 | 2 | 17 | 0 | -1 | -49 | 1 | -28 | -9
Cc1ccc2c(CSc3nnc(C4CC4)n3N)cc(=O)oc2c1C | -22 | 2.2 | -5 | 0 | -65 | -14 | 4 | -24 | -26 | -1 | 5
Nc1nc(-c2ccccn2)nc(N)c1Cc1c(F)cccc1Cl | 77 | -2.0 | -2 | -2 | -101 | 31 | 17 | 86* | -15 | 11 | 10
O=C(O)CCN1C(=O)CC(N2C(=O)/C(=C/c3ccc(Cl)cc3)SC2=S)C1=O (stereo not given) | -22 | -0.1 | 2 | -3 | -3 | -11 | 4 | -47 | 5 | 0 | 2
Cc1ccc(NC(=S)N2C3CCCC2CC(NC(=O)C2CC2)C3)cc1C (stereo not given) | 24 | -0.5 | -6 | 4 | 9 | -4 | -6 | 19 | 13 | 0 | -2
CCC(=O)N1N=C(c2c(-c3ccccc3)c3cc(Cl)ccc3[nH]c2=O)CC1c1ccco1 (stereo not given) | 5 | -1.8 | 2 | -3 | 8 | -8 | 15 | 2 | 40 | 4 | 24
Cc1cc(C)c(C)c(S(=O)(=O)Nc2ccc3cn[nH]c3c2)c1C | 63 | -0.4 | 3 | 2 | 32 | 25 | 22 | 26 | 36 | -11 | 9
C=C(C)COc1ccc2c(c1)CCC1C2CCC2(C)C(=O)C(=NO)CC12 (stereo not given) | 41 | -0.9 | -42 | x | 14 | 33 | 4 | -7 | 71* | -34 | 64*
O=C(Nc1ccc([N+](=O)[O-])cc1)c1cc2ccccc2nc1Cl | 32 | -0.3 | 7 | 3 | -90 | 10 | -1 | -21 | -15 | -4 | -9
Cc1nc2ccc(S(=O)(=O)N(C)CC(=O)N3CCc4ccccc4C3)cc2s1 | 2 | 7.4 | -6 | -1 | 20 | 1 | 1 | 7 | 19 | 9 | -6
CCOC(=O)Cc1csc(NC(=O)c2ccc(S(=O)(=O)N3CCCC3)cc2)n1 | -25 | -0.6 | 15 | 0 | -17 | -8 | 13 | -10 | 20 | 4 | -16
O=C(COC(=O)c1cc(=O)[nH]c2ccccc12)NC(=O)NC1CCCCC1 | -6 | -0.5 | -5 | -3 | 15 | 2 | 5 | -22 | 1 | 10 | 2
CCCOc1ccc(-c2c(=O)n(OCC(=O)OCC)c3ccccc3[n+]2[O-])cc1 | -163 | 0.0 | -6 | 6 | -251 | 25 | -63 | -129 | -187 | -8 | -29
O=c1oc(CCO)cc2ccc(Br)cc12 | -50 | -0.3 | 15 | x | 7 | -8 | 1 | 2 | 4 | -7 | -13
COc1ccc(C(=O)CN(Cc2ccccc2)C2=NCCS2)cc1 | 4 | 1.0 | -9 | -3 | 11 | 11 | 0 | 9 | 12 | -1 | -1
CNc1ccccc1C(=O)OCC(=O)c1ccccc1 | -18 | 2.0 | -1 | 2 | -255 | -2 | -69 | -105 | -234 | -21 | -22
CC(=O)c1cc(C#N)c(SCC(=O)C(C)(C)C)nc1C | -62 | 0.1 | 0 | 2 | -266 | 4 | -30 | -90 | -293 | -75 | 13
O=C(c1ccc(Br)cc1)C(CN1CCOCC1)c1ccccc1 (stereo not given) | 96* | -0.6 | -64* | -1 | 70* | 34 | 40 | 7 | 50 | -8 | 62*
CCCCCCOC(=O)c1ccc(OC(=O)c2cccnc2)cc1 | -12 | -0.2 | -8 | 3 | -285 | 0 | -71 | -99 | -278 | 10 | 4
Cc1ccccc1Cn1cnc2c(NS(C)(=O)=O)c(C)c(C)cc21 | 9 | 0.8 | 5 | 3 | 16 | -19 | 11 | 4 | 22 | 10 | -16
COc1ccc(C(=O)N2CCN(c3nnnn3-c3ccccc3)CC2)cc1OC | 7 | -1.6 | -9 | 4 | 23 | -4 | -6 | -11 | 14 | -8 | 4
COc1ccc(Nc2cc(C)nc(N3CCOCC3)n2)cc1 | 0 | 2.5 | 3 | 1 | -50 | -1 | -10 | -30 | -24 | -7 | -5
CCOC(=O)c1cc(-c2ccccc2)n(CCC(=O)O)c1C | 21 | -0.6 | 1 | 2 | -5 | -2 | 14 | -2 | 7 | -22 | 6
C=CCOc1ccc(Cl)cc1CNCCCN1CCOCC1 | 11 | 3.4 | 1 | 0 | 9 | -5 | -13 | 8 | -13 | -5 | 8
c1cncc(CNc2ncnc3ccc(-c4ccc5c(c4)OCO5)cc23)c1 | 14 | -2.1 | -2 | x | 24 | -23 | -2 | 6 | 18 | 16 | 36
COc1cc(S(=O)(=O)NCc2ccccn2)c(OC)cc1Cl | -11 | 14 | 1 | 6 | -4 | -15 | 4 | 11 | -119 | 0 | 1
Cc1ccc(S(=O)(=O)c2c(C)nn(C(C)(C)C)c2OC(=O)C(C)C)cc1 | x | -0.5 | -8 | -5 | 8 | -2 | 6 | 1 | 0 | 11 | 2
O=C(COC(=O)CCC(=O)c1ccc(F)cc1)Nc1ccc(Cl)cn1 | -10 | -0.4 | -3 | x | 2 | -4 | 5 | -13 | 9 | 5 | -2
COc1ccc(NC(=O)CSCC(=O)Nc2cccc(S(=O)(=O)N3CCCCCC3)c2)cc1 | -3 | 0.0 | -12 | 0 | 13 | -6 | 14 | -6 | 8 | 4 | -10
CC(=O)C1=C(C)Nc2ncnn2C1c1cccc(Br)c1 (stereo not given) | 24 | -0.6 | -1 | 0 | 9 | -6 | -28 | 4 | 5 | -4 | 1
O=c1cc(CO)oc(CN2CCN(Cc3ccccc3)CC2)c1O | -5 | -0.2 | -6 | 3 | -5 | 1 | 0 | -23 | 10 | -3 | 11
Cc1ccccc1C(=O)NC(=S)Nc1ccc(S(=O)(=O)N(C)c2ccccc2)cc1 | 19 | 2.4 | 0 | 1 | 17 | 10 | -1 | -14 | 33 | -7 | 11
COc1cccc(C(=O)C2CCCN(Cc3cccc(-n4cccn4)c3)C2)c1 (stereo not given) | 2 | -0.2 | -4 | 0 | 13 | 22 | -2 | -15 | 7 | 2 | 6
COC(=O)c1ccc2nc3c(cc2c1)[C@@H]1CCN2C(=O)CCC[C@H](C3)[C@H]12 | 10 | -3.1 | 10 | x | -49 | 10 | -7 | -23 | -36 | -19 | 6
COc1ccc(/C(N)=N/OC(=O)/C=C/c2ccccc2)cc1 | -26 | -3.1 | 3 | 0 | -164 | -2 | -27 | -72 | -123 | -13 | -45
COC(=O)c1sccc1NC(=O)CC1C(=O)NCCN1C(=O)Nc1ccc(C(F)(F)F)cc1 (stereo not given) | -1 | -0.4 | -14 | 2 | 12 | 5 | 13 | -14 | 19 | -6 | -16

Just MITF TRPM1 inh, Shn3 inh set2 and CF NFkB inh, for 4 of the compounds above:
smiles	MITF TRPM1 inh	Shn3 inh set2	CF NFkB inh
CC(=O)c1cc(C#N)c(SCC(=O)C(C)(C)C)nc1C	-30	-62	13
Cc1ccc(S(=O)(=O)c2c(C)nn(C(C)(C)C)c2OC(=O)C(C)C)cc1	6	x	2
COc1cccc(C(=O)C2CCCN(Cc3cccc(-n4cccn4)c3)C2)c1 (stereo not given)	-2	2	6
c1cncc(CNc2ncnc3ccc(-c4ccc5c(c4)OCO5)cc23)c1	-2	14	36

(next part)
SMILES | Shn3 inh set2 | iPSC survival up | KKLEB tox | NR2E3 ag-1 | HIF-2a inh | TRAIL sens C8 | MITF TRPM1 inh | NR2E3 ag-2 | Peg3 promoter | EBV LMP1 NFkB | CF NFkB inh
CCOC(=O)C1=C(CN2CCc3ccccc32)NC(=O)NC1c1cc(C)ccc1C (stereo not given) | 9 | -0.4 | -19 | 0 | 24 | 9 | 18 | 5 | 35 | -53 | 25
CN1CCN(c2ccc(S(=O)(=O)N3CCCCC3)cc2NC(=O)CSCc2ccccc2)CC1 | -18 | -0.2 | -1 | -3 | 4 | 4 | -14 | -18 | -9 | 1 | 10
CN1CCN(c2ccc(S(=O)(=O)N3CCOCC3)cc2NC(=O)Cc2ccccc2F)CC1 | 1 | -0.4 | -10 | 0 | 2 | -5 | -9 | -25 | 16 | -9 | 2
O=C(c1[nH]c(C(F)(F)F)nc1-c1ccccc1)N1CCN(c2ccccn2)CC1 | 2 | -1.9 | -3 | x | -1 | 7 | x | -13 | 15 | x | -9
CSc1ncccc1C(=O)OCC(=O)N1CCN(C(=O)c2ccco2)CC1 | -14 | -0.4 | 12 | x | 7 | -5 | 11 | -1 | 3 | -1 | 5
CN(Cc1ccco1)C(=O)CSc1nc(C2CC2)n(-c2ccccc2)n1 | -8 | 0.0 | -13 | x | 16 | 3 | 14 | 1 | 8 | 0 | 4
COc1ccccc1N1CCN(CCCn2c(=S)[nH]c3ccccc3c2=O)CC1 | 34 | -0.1 | -8 | -2 | 11 | 2 | 8 | -32 | 2 | 13 | 3
CC(C)(C)C(=O)NNC(=O)CCCOc1ccc(Cl)cc1Cl | -11 | -0.9 | -5 | -2 | 6 | -10 | 0 | -14 | -3 | -2 | 0
O=S(=O)(c1ccccc1)N1CC2CC(Br)C(Br)CC21 (stereo not given) | 2 | -1.5 | -1 | x | -18 | -7 | x | -12 | -1 | -9 | 14
COC(=O)C(C)Sc1nc2c(c(=O)[nH]c(=O)n2C)n1CCCc1ccccc1 (stereo not given) | -21 | 1.3 | 7 | 1 | 3 | 0 | -6 | 1 | 2 | 4 | -17
COc1cc(-c2nnc(CSc3nnc4nc(C)cc(C)n34)o2)cc(OC)c1OC | 0 | -2.2 | 2 | 1 | 14 | -10 | -10 | -21 | 20 | 1 | -9
Cc1ccc(C)c(NC(=S)NCc2ccc3c(c2)OCO3)c1 | 7 | 5.0 | 3 | 1 | 12 | 14 | 1 | 0 | 21 | 2 | -3
O=C(Cn1c(=O)cnc2ccccc21)Nc1cccc(S(=O)(=O)N2CCOCC2)c1 | -7 | 1.2 | -5 | 3 | 10 | -1 | 12 | 25 | 21 | 1 | -10
Cc1ccc(S(=O)(=O)Nc2cc(=O)[nH]c3c2CCC3)cc1 | 11 | -0.4 | 8 | 4 | -77 | -7 | -19 | 0 | -59 | 5 | -28
COc1ccc(O)c(C(=O)C2c3ccccc3C(=O)N2c2ccc(C)cc2)c1 (stereo not given) | -35 | 1.1 | 6 | 1 | -174 | 22 | -78 | -8 | -172 | -14 | 6

Compound activity from PubChem.

An excerpt; rates above refer to the full screens.
